aDG glyco act: alpha-DG glycosylation activation | activation, % at 10 µM | Pro5-aDG cells, alpha-DG glycosylation AlphaScreen (IIH6); 0% Pro5, 100% B10-LARGE cell signal | 360,000 tested, 0.22% active;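 active = activation of at least 8% versus controls, or a plate z-score of at least 8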;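 also: Pro5 are CHO cells carrying HIG-tagged alpha-DG that lacks glycosylation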
m5-HT2A agonist: activates the mouse 5-HT2A serotonin receptor. activation, % at 7.6 µM. 360,000 tested, 0.66% active. CHO-K1 mHTR2A beta-arrestin complementation, luminescence; percent of 30 µM serotonin response;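 active = activation above a run cutoff, the mean activation of all tested compounds plus 3 SD, cut at about 14% in these data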;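 also: 0% = plate median of compound wells and 100% = 30 µM serotonin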
Exocytosis inh: lytic granule exocytosis inhibition | TALL-104 LAMP-1 surface exposure, flow cytometry; cells stimulated with thapsigargin and PMA | inhibition, % at 10 µM | 360,000 tested, 0.66% active;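 active = inhibition above about 55%, limit read from the data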
MC4R antagonist: blocks human MC4R cAMP signaling | 360,000 tested, 0.48% active | MC4R-expressing cells, MTII-stimulated cAMP, LANCE TR-FRET | inhibition, % at 6.5 µM | P32245;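 active = inhibition above its plate's cutoff, the mean of tested wells on that plate plus 3 SD, cut at about 29% in these data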;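 also: 0% = Melanotan II alone and 100% = Melanotan II plus saturating MCL0020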
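Assay system: U2OS cells stably expressing human melanocortin 4 receptor (MC4R) / Dosing: 6.5 µM / Timing: compound 30 min, challenge 1 h, detection 1 h / Measured by: Eu-cAMP/anti-cAMP TR-FRET, emission 671 nm / Replicates: singlicate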
hiPSC survival: enhancers of human iPSC single-cell survival; survival enhancement, % at 20 µM; 360,000 tested, 0.044% active; hiPSC single-cell survival, ATPlite luminescence; 100% = ROCK inhibitor wells, 0% = DMSO; in the data active = survival enhancement above about 18%;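 also: cells exposed to compounds for 16 hours before the ATP read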
N-glyco inh: blocks N-linked glycosylation in D54 reporter cells | D54 ERlucT glycosylation luciferase reporter, 24 h; percent of 100 nM tunicamycin response | reporter increase, % at 12.5 µM | 360,000 tested, 0.23% active | AID 588692;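 active = mean luciferase reporter signal, scaled so untreated is 0 and the glycosylation-blocking control 100, at or above a set limit in every replicate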;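 also: luciferase carries N-glycosylation sites so blocking glycosylation raises the light; 0% = median of neutral control wells and 100% = median of 100 nM tunicamycin wells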
H9c2 protect: protects H9c2 cardiomyocytes from peroxide injury. protection from H2O2 cell death, % at 20 µM. AID 588492. H2O2 injury protection, ATPLite, 2 h. 360,000 tested, 0.63% active;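 active = compounds giving at least 50% protection of heart cells from peroxide-induced death in the single-dose screen, raw or plate-pattern-corrected value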;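 also: 0% = DMSO wells with peroxide and 100% = DMSO wells without peroxide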
MC4R barr agon: agonists of human melanocortin 4 receptor (MC4R) beta-arrestin; U2OS MC4R beta-arrestin complementation, luminescence; percent of melanotan II response, DMSO zero; 360,000 tested, 0.98% active; activation, % at 8.9 µM;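 active = activation above a per-plate cutoff, the mean activation of sample wells on that plate plus 3 SD, cut at about 8% in these data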
ABCB6 inh MLPCN: blocks the human ABCB6 transporter. Q9NP58. K562-ABCB6 porphyrin accumulation, flow cytometry, 1 h; hits give low values. 360,000 tested, 0.19% active. fluorescence ratio to DMSO, % at 10 µM. AID 602162;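 active = fluorescence ratio to DMSO below 75%, the collection mean minus 3 SD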;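 also: signal is porphyrin accumulated inside mitochondria; 100% equals median channel fluorescence of DMSO control wells; lower ratio means ABCB6 inhibition with less porphyrin fluorescence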
Target sequence (Q9NP58 whole entry, looked up): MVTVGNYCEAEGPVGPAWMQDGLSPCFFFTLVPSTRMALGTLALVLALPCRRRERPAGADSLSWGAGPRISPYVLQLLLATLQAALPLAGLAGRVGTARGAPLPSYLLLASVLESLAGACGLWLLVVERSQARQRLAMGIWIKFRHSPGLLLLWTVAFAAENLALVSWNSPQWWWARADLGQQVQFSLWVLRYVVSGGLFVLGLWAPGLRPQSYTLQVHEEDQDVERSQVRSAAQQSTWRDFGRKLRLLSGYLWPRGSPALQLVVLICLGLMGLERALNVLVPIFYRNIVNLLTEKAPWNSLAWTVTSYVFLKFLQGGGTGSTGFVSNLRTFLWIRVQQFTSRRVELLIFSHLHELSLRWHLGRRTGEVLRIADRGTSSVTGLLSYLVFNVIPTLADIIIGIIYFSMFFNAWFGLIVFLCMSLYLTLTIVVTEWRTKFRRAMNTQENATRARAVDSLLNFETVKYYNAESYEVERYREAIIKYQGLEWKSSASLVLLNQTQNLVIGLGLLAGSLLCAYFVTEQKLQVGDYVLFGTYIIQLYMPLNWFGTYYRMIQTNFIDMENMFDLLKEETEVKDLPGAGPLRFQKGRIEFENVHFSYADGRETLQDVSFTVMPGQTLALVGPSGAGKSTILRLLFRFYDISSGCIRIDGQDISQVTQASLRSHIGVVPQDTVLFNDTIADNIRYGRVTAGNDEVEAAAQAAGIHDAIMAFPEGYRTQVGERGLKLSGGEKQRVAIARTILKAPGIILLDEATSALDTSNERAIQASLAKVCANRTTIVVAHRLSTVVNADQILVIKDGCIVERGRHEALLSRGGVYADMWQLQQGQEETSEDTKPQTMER
ABHD5-PLIN5 inh: ABHD5-PLIN5 protein interaction inhibition; Q00G26+Q8WTS1; Split G. princeps luciferase complementation, luminescence, 4 h; inhibition, % at 4 µM; 360,000 tested, 0.78% active;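 active = inhibition above the mean inhibition across every tested compound plus 3 SD, cut at about 22% in these data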;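 also: 0% = DMSO only wells and the 100% control is not disclosed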
An asterisk follows results filed as active; · = no result given.

SMILES | aDG glyco act | m5-HT2A agonist | Exocytosis inh | MC4R antagonist | hiPSC survival | N-glyco inh | H9c2 protect | MC4R barr agon | ABCB6 inh MLPCN | ABHD5-PLIN5 inh
Cn1cnnc1SCC(=O)Nc1nc(-c2ccccc2)cs1 | 0.0 | -5 | 0 | -3 | -0.8 | 3 | -2 | -0.7 | 96 | 0
N/C(Cc1ccc(Cl)cc1)=N\OC(=O)c1ccccc1 | -0.2 | 0 | -2 | 7 | 1.6 | 4 | -13 | 0.2 | 99 | -3
COc1cc(OC)c(NC(=O)c2c(-c3ccccc3)noc2C)cc1Cl | -0.1 | -3 | 2 | 8 | 0.4 | 1 | -3 | 25* | 97 | 7
CCC(C)/C(C)=N/NC(=O)c1ccc(COc2ccc(Cl)c(C)c2)cc1 (stereo not drawn) | -0.3 | 2 | -6 | 8 | 0.6 | 1 | 10 | 3.9 | 101 | -4
O=C(O)c1ccc(N/N=C/c2cccc3cccnc23)cc1 | -0.1 | 4 | -5 | 1 | 2.3 | -15 | 3 | -1.2 | 101 | -4
CC(C)CC(=O)NC(=S)NCCc1ccccc1 | -0.1 | 1 | 1 | -3 | -4.3 | -4 | -10 | -1.6 | 92 | -5
COCCNC(=O)CN1C(=O)c2cccc3cccc1c23 | 0.0 | -3 | -8 | 9 | -0.4 | 1 | -7 | -0.7 | 109 | 12
CCc1nnc(NC(=O)c2cccc(S(=O)(=O)N3CCN(C)CC3)c2)s1 | -0.2 | 4 | 1 | 3 | 3.2 | 2 | 1 | -1.8 | 95 | 0
CN1CCC(N(C)C(=O)CCc2nc3ccccc3c(=O)[nH]2)CC1 | 0.4 | 5 | 0 | 6 | 0.9 | 0 | 78* | 0.1 | 99 | 2
O=C(COC(=O)Cc1ccc(Br)cc1)NCc1ccc(F)cc1 | -0.1 | -6 | -1 | 0 | 0.5 | 1 | -5 | -0.3 | 95 | -5
Cc1nn(-c2ccccn2)c2c1C(c1ccsc1)C1=C(CCCC1=O)N2 (stereo not drawn) | 0.1 | -8 | 9 | 16 | 3.3 | 1 | 4 | -1.6 | 100 | 2
Nc1nnc(SCC(=O)c2ccc3c(c2)NC(=O)CO3)s1 | 0.4 | 3 | -1 | 11 | 0.1 | -2 | 8 | -2.2 | 96 | 0
CCOc1ccc2oc(-c3ccccc3)c(C(=O)N3CCN(C)CC3)c2c1 | 0.0 | -10 | -2 | 0 | -1.5 | -1 | 9 | -3.8 | 91 | 5
Cc1ccc(Cn2c(Sc3nccc(C)n3)nc3c2c(=O)[nH]c(=O)n3C)cc1 | -0.1 | 6 | 0 | -1 | -0.2 | 1 | 2 | 0.6 | 92 | 1
C#CCNC(=O)C[C@@H]1C[C@@]2(C(=O)OC)CCCCC=C2N(CCc2ccc(OC)c(OC)c2)C1=O | 0.1 | 2 | 6 | · | · | · | · | · | · | 1
CC(C)(C)OC(=O)NC(CNCc1ccccc1)Cc1ccccc1 (stereo not drawn) | 0.8 | -11 | -2 | 1 | -1.5 | -1 | -10 | -0.8 | 97 | 2
CC(C)C[C@H]1CN([C@@H](Cc2ccc(O)cc2)CN2CCC[C@@H]2CN2C(=O)C(=O)NC[C@@H]2Cc2ccccc2)C(=O)C(=O)N1CC1CCCCC1 | -0.1 | 0 | -5 | -9 | 1.0 | 1 | 4 | -1.1 | 91 | 1
Cc1[nH]c2ccccc2c1SCC(=O)N1CCC(C)CC1 | 0.0 | -4 | -3 | 26 | 2.6 | 0 | -7 | -1.3 | 91 | -1
N=C1c2ccccc2-c2ccccc21 | -0.1 | 4 | 3 | 5 | 0.6 | 1 | 0 | 0.1 | 97 | -4
O=C(Nc1ccc([N+](=O)[O-])cc1)N1CCCCC1 | 0.1 | 7 | 1 | -5 | -0.5 | 1 | -6 | -1.1 | 99 | -1
O=C(CC1(C(F)(F)F)OCCO1)Nc1ccc2c(c1)OCO2 | 0.0 | -4 | 4 | 11 | 1.3 | 3 | 7 | -1.4 | 106 | 3
Cc1csc2ncc(C(=O)N3CCc4ccccc43)c(=O)n12 | 0.0 | -1 | -7 | -6 | -0.8 | 2 | -1 | 0.8 | 103 | -21
CCN(CC)CCNC(=O)c1ccc(NC(=O)Nc2cccc3ccccc23)cc1 | -0.3 | -11 | -12 | -6 | -0.4 | -2 | -2 | 1.1 | 107 | 10
C=C(C)c1cccc(C(C)(C)NC(=O)Nc2ccc(Cl)cn2)c1 | 0.5 | 30* | 3 | -1 | 3.6 | -3 | -17 | 2.6 | 110 | -7
O=C1CN(C(=O)COc2ncnc3ccccc23)c2ccccc2N1 | -0.3 | 1 | -2 | 7 | 1.4 | 1 | 11 | 1.4 | 100 | 3

Looked up by compound from above, 5 records:
SMILES | aDG glyco act | m5-HT2A agonist | Exocytosis inh | MC4R antagonist | hiPSC survival | N-glyco inh | H9c2 protect | MC4R barr agon | ABCB6 inh MLPCN | ABHD5-PLIN5 inh
CCc1nnc(NC(=O)c2cccc(S(=O)(=O)N3CCN(C)CC3)c2)s1 | -0.2 | 4 | 1 | 3 | 3.2 | 2 | 1 | -1.8 | 95 | 0
COc1cc(OC)c(NC(=O)c2c(-c3ccccc3)noc2C)cc1Cl | -0.1 | -3 | 2 | 8 | 0.4 | 1 | -3 | 25* | 97 | 7
Cc1ccc(Cn2c(Sc3nccc(C)n3)nc3c2c(=O)[nH]c(=O)n3C)cc1 | -0.1 | 6 | 0 | -1 | -0.2 | 1 | 2 | 0.6 | 92 | 1
Cc1[nH]c2ccccc2c1SCC(=O)N1CCC(C)CC1 | 0.0 | -4 | -3 | 26 | 2.6 | 0 | -7 | -1.3 | 91 | -1
CCN(CC)CCNC(=O)c1ccc(NC(=O)Nc2cccc3ccccc23)cc1 | -0.3 | -11 | -12 | -6 | -0.4 | -2 | -2 | 1.1 | 107 | 10

(more compounds)
SMILES | aDG glyco act | m5-HT2A agonist | Exocytosis inh | MC4R antagonist | hiPSC survival | N-glyco inh | H9c2 protect | MC4R barr agon | ABCB6 inh MLPCN | ABHD5-PLIN5 inh
Cc1ccc(C)c(NC(=O)CCOc2ccccc2)c1 | 0.1 | 1 | -7 | -6 | -0.4 | 0 | -5 | -1.9 | 96 | -23
Clc1ccccc1Cc1noc(CN2CCN(c3cnccn3)CC2)n1 | 0.0 | 6 | -1 | 3 | 1.0 | 0 | 8 | -0.4 | 102 | -4
COc1ccc(C(CNC(=O)c2ccc(OCc3c(C)noc3C)cc2)N2CCCC2)cc1 (stereo not drawn) | -0.2 | -7 | -9 | 12 | 0.5 | -3 | 3 | 0.9 | 96 | -1
CCc1[nH]nc2c1C(c1cccc(OC(=O)N3CCOCC3)c1)C(C#N)=C(N)O2 (stereo not drawn) | -0.2 | 3 | 0 | 4 | -0.6 | -2 | 5 | -1.7 | 101 | -15
CCOC(=O)C1=C(C)NC2=C(C(=O)c3ccccc32)C1c1ccc([N+](=O)[O-])o1 (stereo not drawn) | 0.1 | 3 | 19 | 3 | -0.5 | 0 | 61* | 0.0 | 89 | 5
O=C(COC(=O)c1cc[n+]([O-])cc1)Nc1c(Cl)cccc1C(F)(F)F | -0.1 | -8 | -2 | 8 | -0.3 | 0 | 5 | -2.3 | 103 | 7
Cn1c(CC(=O)Nc2ccccc2Cl)nnc1SCC(=O)NC1=NCCS1 | 0.0 | -4 | 0 | 1 | -0.6 | 0 | 1 | 0.9 | 96 | -16
O=C(OCCN(C1=NS(=O)(=O)c2ccccc21)c1ccc(Cl)cc1)c1ccco1 | -0.1 | -10 | -3 | 10 | 5.9 | 2 | -2 | 0.6 | 114 | -1
NC(=O)CCC1NC(=S)N(Cc2ccccc2)C1=O (stereo not drawn) | 0.0 | -2 | -3 | 5 | 0.6 | 2 | 10 | 1.7 | 96 | -3
NC(=O)C1CCN(c2nc(C3CC3)nc3c2nnn3Cc2ccccc2Cl)CC1 | 0.0 | 0 | -3 | 1 | -0.9 | 2 | 4 | 0.7 | 89 | -3
O=C(NC12CC3CC(CC(C3)C1)C2)N1CCN(C2CCCCC2)CC1 | 0.2 | -1 | 1 | 1 | 2.0 | -1 | 2 | -1.1 | 95 | -4
Cc1cc2n(n1)SC(Nc1cc(Cl)ccc1Cl)N2 (stereo not drawn) | 0.4 | -1 | -2 | 2 | -0.4 | 2 | 3 | -2.5 | 91 | -9
O=CNC(Cc1ccccc1)C(=O)O (stereo not drawn) | 0.9 | -1 | -3 | 4 | 0.5 | 2 | -1 | -1.5 | 88 | -4
O=C(N/N=C/c1ccc(N2CCOCC2)cc1)c1ccc(NS(=O)(=O)c2cccs2)cc1 | 0.5 | -5 | -5 | -4 | 0.5 | -1 | -2 | -2.0 | 98 | -5
COc1ccc(/C(N)=N/OC(=O)CSc2ccc(C)cc2)cc1OC | 0.0 | -4 | -2 | 3 | 3.6 | 2 | -1 | 1.0 | 93 | -8
O=C(CSc1nnc(NC(=O)c2ccc(F)cc2F)s1)NC1CCCC1 | 0.0 | -1 | 6 | 2 | -0.4 | 0 | -19 | -1.8 | 97 | -5
O=C(CCSc1nc(-c2ccco2)cc(C(F)(F)F)n1)N1CCCc2ccccc21 | 0.4 | -3 | 9 | 9 | 9.2 | -4 | -6 | 1.6 | 104 | 1
O=C(Nc1nc(-c2ccc(F)c(F)c2)cs1)Nc1ccc(F)cc1F | -0.1 | 1 | -14 | -1 | -0.7 | -6 | -5 | 10* | 91 | -4
C[C@H](CO)N1C[C@H](C)[C@@H](CN(C)S(=O)(=O)c2ccc(Oc3ccccc3)nc2)OCc2cn(nn2)CCCC1=O | -0.2 | 9 | -6 | 2 | 1.2 | 2 | -1 | 0.7 | 102 | 1
Cc1sc(NC(=O)c2ccccc2)c(C(=O)NC(C)C)c1C | -0.1 | 0 | 2 | 3 | -0.8 | 1 | -2 | -0.9 | 97 | -5
Cc1cccc(NC(=O)C(C)Sc2nnc(-c3cccnc3)o2)c1 (stereo not drawn) | 0.0 | 0 | -10 | 5 | 0.8 | 1 | 0 | -1.6 | 101 | -4
COc1ccc(C(=S)N2CCCC2)cc1 | 0.0 | 7 | -4 | 3 | 12 | 2 | 1 | 0.6 | 91 | -3
CCc1cccc2c(C(=O)CSc3nncn3C)c[nH]c12 | 1.6 | -1 | 0 | -1 | -0.4 | 2 | -1 | -0.8 | 96 | 0
CCn1c(SCC(=O)Nc2ccc(NC(=O)c3ccco3)c(OC)c2)nc2ccccc2c1=O | -0.2 | 4 | 0 | 15 | -1.9 | 2 | 15 | 18* | 99 | 3
CCN1C(=O)[C@@H]2Cc3c([nH]c4ccccc34)C(c3cc(OC)c(OC)c(OC)c3)N2C1=S (stereo partly drawn) | 0.1 | 1 | -3 | 4 | -0.4 | 2 | -3 | -1.0 | 138 | 2
CCC(C)(C)n1nnnc1CN(Cc1cccs1)Cc1cc2cc(OC)ccc2[nH]c1=O | 0.0 | 6 | 3 | 6 | -1.7 | 0 | 18 | 1.1 | 99 | 8
Cc1cc(C)c2cc(C(=O)N(C)C3CCN(C)CC3)[nH]c2c1 | 0.0 | -4 | 10 | 10 | -0.6 | -2 | 1 | -0.4 | 84 | 6
CNC(=O)C(=O)NCC1OCCCN1S(=O)(=O)c1ccc(F)cc1C (stereo not drawn) | -0.4 | 1 | -2 | 2 | 0.0 | 1 | 0 | -0.8 | 93 | 1
O=C(OCc1c(-c2ccccc2)ncc2ccccc12)c1ccc(Br)cc1 | 0.0 | -10 | -5 | -9 | -0.9 | 1 | -6 | 0.7 | 97 | -1

Bioassay records (PubChem)
